# UPR CHOP act – activators of apoptotic arm of unfolded protein response (CHOP) | CHO-CHOP luciferase reporter, UPR activation, luminescence; percent of tunicamycin response over DMSO baseline | activation, % at 10 µM | 0.34% of 330,000 active;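 active means at 10 µM dose, activation of 40% or more, normalized to positive control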;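 further: 100% = tunicamycin at 10 µg/mL and 0% = DMSO alone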
#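 Assay system: CHO-CHOP cells, stable luciferase reporter of PERK-eIF2a-CHOP signalling / Buffer or medium: F12 plus 10% serum / Compound dosing: one dose, 10 µM in 0.5% DMSO / Times: 6 h compound treatment, 37 °C / Technique: luciferase luminescence / Read-out: % reporter activation, DMSO baseline versus tunicamycin full activation / Benchmarks: tunicamycin and DMSO controls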
# APJ antag – antagonists of human APJ apelin receptor; AID 2521; inhibition, % at 20 µM; 0.32% of 330,000 active; CHO-K1 APJ beta-arrestin complementation, luminescence;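 active means inhibition above about 40% at 20 µM, limit read from the data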;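 further: cells challenged with 10 nM apelin-13 agonist together with compound; plate controls were apelin-13 plus DMSO wells for no effect and DMSO wells lacking apelin-13 for full effect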
# Mdm2 MdmX PPI – inhibitors of human Mdm2/MdmX interaction; SaOS-2 split-luciferase Mdm2/MdmX complementation, luminescence; O15151+Q00987; inhibition, % at 8 µM; 3% of 330,000 active; AID 485346;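 active means inhibition of at least 50% at 8 µM in the primary screen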
# Target sequence (O15151 whole entry, looked up): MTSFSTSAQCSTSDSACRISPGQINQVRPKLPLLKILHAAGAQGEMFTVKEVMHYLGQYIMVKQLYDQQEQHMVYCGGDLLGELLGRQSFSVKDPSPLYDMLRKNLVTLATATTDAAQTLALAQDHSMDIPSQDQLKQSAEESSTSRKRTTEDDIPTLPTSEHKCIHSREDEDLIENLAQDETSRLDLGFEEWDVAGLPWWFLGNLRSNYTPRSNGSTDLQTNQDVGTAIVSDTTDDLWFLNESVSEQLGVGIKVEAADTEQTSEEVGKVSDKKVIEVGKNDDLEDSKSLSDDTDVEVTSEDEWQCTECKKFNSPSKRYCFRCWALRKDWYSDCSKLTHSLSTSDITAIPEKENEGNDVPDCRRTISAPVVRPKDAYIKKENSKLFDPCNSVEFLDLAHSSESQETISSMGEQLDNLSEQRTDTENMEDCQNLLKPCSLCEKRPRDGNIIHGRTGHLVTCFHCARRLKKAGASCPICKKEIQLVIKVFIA
# Target sequence (Q00987 whole entry, looked up): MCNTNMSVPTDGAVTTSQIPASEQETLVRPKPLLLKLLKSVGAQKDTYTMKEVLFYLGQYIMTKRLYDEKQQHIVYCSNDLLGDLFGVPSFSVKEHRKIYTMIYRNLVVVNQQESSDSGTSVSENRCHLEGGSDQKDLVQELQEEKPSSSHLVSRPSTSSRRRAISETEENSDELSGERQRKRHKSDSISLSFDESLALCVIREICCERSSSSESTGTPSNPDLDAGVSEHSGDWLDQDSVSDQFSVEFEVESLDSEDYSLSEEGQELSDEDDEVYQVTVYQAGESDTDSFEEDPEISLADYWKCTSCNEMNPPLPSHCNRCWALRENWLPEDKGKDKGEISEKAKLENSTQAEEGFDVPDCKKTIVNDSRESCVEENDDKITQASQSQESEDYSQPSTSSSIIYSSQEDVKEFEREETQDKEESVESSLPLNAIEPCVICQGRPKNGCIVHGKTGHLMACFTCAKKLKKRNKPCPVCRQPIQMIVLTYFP
# CCR6 antag – antagonists of human CCR6 receptor. inhibition, % at 20 µM. CHO-K1 CCR6 PathHunter beta-arrestin, luminescence, CCL20-stimulated. AID 493098. P51684. 0.49% of 340,000 active;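 active means compounds whose inhibition of the agonist-driven luminescence signal at 20 µM reaches about 50%, limit read from the data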;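 further: cells stimulated with CCL20 at 14 nM final; plate controls were DMSO with CCL20 for no effect and DMSO without agonist for full effect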
# UPR XBP1 act – activators of adaptive arm of unfolded protein response (XBP1). CHO-XBP1 luciferase reporter, IRE1-XBP1 UPR activation, luminescence; percent of tunicamycin response, DMSO as zero. activation, % at 20 µM. 0.33% of 330,000 active. AID 463104;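 active means versus positive control, 20 µM dose yields 30% or more activation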;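 further: 100% = tunicamycin at 10 µg/mL and 0% = DMSO only wells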
#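 assay system = CHO-XBP1 luciferase reporter cells | amount = 1000 cells/well | buffer or medium = F12 plus 10% FBS | compound dosing = single point, 20 µM final compound, 1% DMSO | incubation = 16-18 h cell attachment at 37 °C, then 6 h compound exposure | detection = Steady-Glo luminescence read | controls = tunicamycin 10 µg/mL and vehicle-only wells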
# EBI2 antag – EBI2 (human) antagonism; P32249; EBI2 beta-arrestin recruitment, luminescence, 7a,25-OHC stimulated; inhibition, % at 5 µM; 0.81% of 360,000 active; in the data active means inhibition above about 38%;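 further: enzyme fragment complementation signal reports receptor beta-arrestin coupling in cells; 0% = agonist plus DMSO wells and 100% = wells without agonist; some results beyond the cut were filed as inactive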
# tim23-1 inh – growth inhibitors of tim23-1 mutant yeast; inhibition, % at 20 µM; S. cerevisiae tim23-1 growth, BacTiter-Glo luminescence, 24 h; AID 463212; 1.3% of 330,000 active;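 active means growth inhibition of the mutant yeast at or above 50%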;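 further: temperature-sensitive mutant grown at 25 °C; plate controls were DMSO-treated mutant yeast for no effect and medium wells lacking yeast for full effect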
# CXCR6 inh – blocks human CXCR6 beta-arrestin recruitment; O00574; inhibition, % at 20 µM; CHO-K1 PathHunter CXCR6 beta-arrestin, luminescence; 0.36% of 360,000 active; in the data active means inhibition above about 34%, passing the limit was not always enough;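 further: antagonist mode with CXCL16 agonist at 10 nM final; 0% = 10 nM CXCL16 with DMSO and 100% = unstimulated wells without agonist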
# APJ agonist – activates the human apelin receptor APJ | 0.11% of 330,000 active | P35414 | activation, % at 20 µM | CHO-K1 APJ PathHunter beta-arrestin, luminescence; 0% DMSO wells, 100% apelin;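 active means activation more than six SD over the plate average, tested at 20 µM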;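 further: 0% = DMSO alone and 100% = apelin-13 at 10 nM; some results filed as inactive read as strong as hits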
#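 Material: engineered CHO-K1 APJ arrestin reporter cells; amount: 1000 CHO-K1 reporter cells seeded per well; incubation: compound stimulation 90 min at 25 °C, detection 60 min; signal: luminescent beta-gal fragment complementation, chemiluminescent substrate; read-out basis: APJ agonist activity; controls: DMSO-only wells as negative, 10 nM Apelin-13 as positive control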
# Starred values were filed as active, the others as inactive; nt = not tested or not shown. The list is partial; count on the stated rates, not on these rows.
# Results follow in this order: UPR CHOP act	APJ antag	Mdm2 MdmX PPI	CCR6 antag	UPR XBP1 act	EBI2 antag	tim23-1 inh	CXCR6 inh	APJ agonist
O=C(Nc1cccc(S(=O)(=O)C(F)F)c1)c1ccc(S(=O)(=O)N2CCOCC2)cc1
 : -2.0	-2.3	13.6	-30.4	-1.3	-3.2	12.4	-9.8	1.4
C[C@@H]1C[C@H]2[C@@H]3CCC4=CC(=O)C=C[C@]4(C)[C@@]3(F)[C@@H](O)C[C@]2(C)[C@@]1(O)C(=O)COP(=O)(O)O
 : -0.9	8.3	-0.1	0.7	-3.1	-11.0	-8.8	0.4	-4.3
CC1CCCCC1NC(=O)CSc1nc2ccccc2[nH]1 (stereo not given)
 : 0.3	2.5	4.0	9.5	-1.9	-2.5	8.0	-5.3	-3.0
COc1cc2c(cc1NC(=O)CN1CCN(S(=O)(=O)c3ccccc3F)CC1)oc1ccccc12
 : -0.2	12.8	45.3	-3.1	-3.2	9.0	-4.3	1.1	-1.5
Cc1cc(=O)[nH]c(SCC(=O)Nc2nc3ccccc3s2)n1
 : 1.3	-13.9	13.4	3.4	0.7	-7.6	31.6	6.9	-3.5
CC[C@]12c3[nH]c4ccc(OC)cc4c3CCN1C(=O)C(CC(=O)NCc1ccc(OC)c(OC)c1)C[C@@H]2C(=O)N1CCN(C(=O)C2CC2)CC1 (stereo not given in full)
 : 2.7	nt	11.7	8.8	-0.2	-1.9	12.7	-0.6	nt
COc1ccc(-c2nn(-c3ccccc3)cc2/C=C/C(=O)N2CCN(c3ccccn3)CC2)cc1
 : -0.5	17.8	58.6*	36.9	-0.6	27.1	20.4	37.0	-5.5
O=C(Nc1ccc2c(c1)OCCO2)C1CC(c2ccc(F)cc2)=NO1 (stereo not given)
 : 0.3	-3.9	27.7	7.5	-7.9	-9.5	11.0	2.7	-4.4
O=C(COC(=O)c1cc(-c2ccc(F)cc2)nc2ccccc12)NCC1CCCO1 (stereo not given)
 : 0.6	5.6	-6.4	21.5	-0.8	14.1	27.8	7.9	-5.4
O=C(CN1C(=O)S/C(=C\C=C\c2ccccc2)C1=O)N1CCCCC1
 : -1.6	-7.3	25.1	11.5	-4.5	-0.3	24.8	4.2	2.5
Nc1nnnn1/N=C\c1ccc(Cl)c([N+](=O)[O-])c1
 : 0.1	-21.2	35.3	-28.0	-0.1	-11.2	-2.0	-11.7	2.1
CC(=O)c1cccc(NC(=O)CCn2c(=O)oc3ccccc32)c1
 : 0.4	-9.8	-7.2	6.1	-1.0	-1.7	4.7	-0.2	-2.7
C[C@H](NC(=O)Nc1cccc(C(F)(F)F)c1)C(=O)O
 : -0.5	-22.8	13.3	-10.2	-0.4	3.2	4.3	1.0	-2.2
Fc1ccccc1C1CC(c2ccco2)=Nc2ccccc2S1 (stereo not given)
 : 2.6	7.3	-17.3	14.7	4.5	-0.4	30.0	1.4	-4.5
Cn1c(SCC(=O)NCc2ccco2)nnc1-c1cccs1
 : 2.3	6.1	-9.3	6.0	-1.6	-13.1	11.9	-21.1	-1.5
CC1=C(C(=O)Nc2ccccc2C(=O)NC2CCCCC2C)SCCO1 (stereo not given)
 : -0.3	7.0	16.1	12.7	-3.3	-10.9	10.4	-3.8	-8.2
c1ccc(CNCc2ccc3c(c2)OCO3)nc1
 : -0.1	-4.3	-19.3	10.0	-2.3	-11.9	3.9	-0.5	3.0
CCc1ccccc1NC(=O)c1cc2ncc(Br)cn2n1
 : 3.7	-0.3	-1.5	0.5	1.9	-2.8	12.7	-7.4	2.1
C[C@]12CC[C@@H]3c4ccc(O)cc4CC[C@H]3[C@@H]1CC[C@@H]2O
 : 1.8	2.9	43.1	0.2	4.7	6.4	30.6	2.1	5.2
CC(C)c1ccc(NC(=O)c2ccc3c(c2)C(=O)N(Cc2cccnc2)C3=O)cc1
 : 1.4	9.7	18.6	14.2	-5.4	12.0	9.1	-5.5	11.7

# Ordered by the number under CCR6 antag (falling): some entries from above.
Structure	APJ antag	Mdm2 MdmX PPI	CCR6 antag	UPR XBP1 act	EBI2 antag	CXCR6 inh
CC(C)c1ccc(NC(=O)c2ccc3c(c2)C(=O)N(Cc2cccnc2)C3=O)cc1	9.7	18.6	14.2	-5.4	12.0	-5.5
c1ccc(CNCc2ccc3c(c2)OCO3)nc1	-4.3	-19.3	10.0	-2.3	-11.9	-0.5
Cn1c(SCC(=O)NCc2ccco2)nnc1-c1cccs1	6.1	-9.3	6.0	-1.6	-13.1	-21.1

# Later entries:
# Results follow in this order: UPR CHOP act	APJ antag	Mdm2 MdmX PPI	CCR6 antag	UPR XBP1 act	EBI2 antag	tim23-1 inh	CXCR6 inh	APJ agonist
CCCn1cc(S(=O)(=O)c2ccc(OC)cc2)c(=O)c2cc(OCC)ccc21
 : 3.8	14.2	-10.0	9.7	-4.5	-1.1	-0.2	-1.5	-4.7
COc1cc(C)nc(OCCNS(=O)(=O)c2cc(C)ccc2C)n1
 : -2.1	15.1	-1.6	6.7	3.0	-5.2	7.7	2.2	-2.0
Cc1ccc(S(=O)(=O)N2Cc3ccccc3CC2C(=O)Nc2cc(C)on2)cc1 (stereo not given)
 : 3.7	-9.9	-16.8	8.9	-1.9	-4.4	20.3	-4.8	2.4
Cn1c(=O)oc2cc(S(=O)(=O)N3CCC(C(=O)NCCc4ccccc4)CC3)ccc21
 : -0.6	0.1	4.7	10.2	0.2	4.6	-8.4	-1.6	1.8
C#CCOCCOCCOCCNc1nc(N2CCN(C(=O)Cn3cc(CCCN=C(N)N)nn3)CC2)nc(N2CCN(C(=O)[C@H](CCCCN)n3cc(CCC(=O)O)nn3)CC2)n1
 : 0.9	6.8	-27.3	-13.6	-0.6	-4.0	4.3	-11.4	-0.2
Cc1ccc(NC(=S)NC(NC(=O)c2ccccc2C)C(Cl)(Cl)Cl)c(C)c1 (stereo not given)
 : 1.8	-0.8	17.7	-6.7	0.2	7.3	10.7	-6.7	1.3
Cc1ccc(NC(=O)CN(C)c2ccc(S(=O)(=O)N3CCN(C)CC3)cn2)cc1
 : -0.6	-2.1	-16.0	6.4	-1.6	-7.5	-20.4	3.0	-3.6
N#Cc1cccc(Oc2ccc(-c3cnc4ccccc4n3)cc2)c1C#N
 : 2.8	-15.5	-18.3	-10.5	-1.6	14.3	-7.4	-4.5	-2.7
Nn1c(Cc2ccccc2F)nnc1SCC(=O)N1CC(=O)Nc2ccccc21
 : 2.6	-0.9	-4.3	-16.1	0.8	-4.9	14.0	-3.8	0.6
COc1cc(CCC(=O)OCC(=O)NCc2ccccc2)cc(OC)c1OC
 : 2.2	16.4	3.2	9.7	-4.5	7.5	-1.5	-0.7	-2.6
COC(=O)C1CC(O)CN1S(=O)(=O)c1cccs1 (stereo not given)
 : 0.5	7.3	-12.6	-1.9	1.0	-2.9	-0.9	-4.2	-2.1
CC(=O)c1sc(NC(=O)COc2ccc([N+](=O)[O-])cc2)nc1C
 : -0.2	2.0	15.7	7.5	-1.2	1.3	-27.1	8.0	1.3
COCCN(C(=O)c1ccc(C)o1)c1c(N)n(CC(C)C)c(=O)[nH]c1=O
 : -0.8	-24.9	22.7	7.1	-1.8	5.7	4.9	-5.1	-2.8
Cc1cccc(NC(=O)c2cc(-c3ccccn3)nc3ccccc23)c1C
 : -0.6	-17.9	6.8	-3.2	0.0	-6.4	15.2	0.1	1.1
CCOC(=O)C(=CNc1cc(C)nn1C(C)(C)C)C(=O)OCC
 : -1.0	12.8	1.9	8.7	-3.9	-6.2	0.2	-9.4	-2.2
O=C(CC1C(=O)NCCN1Cc1c(F)cccc1Cl)NCc1ccccc1 (stereo not given)
 : -1.4	-12.3	1.5	14.5	-2.0	-5.5	17.1	-6.0	-0.2
CC1(C)Cc2ccccc2-c2nc(NCCCO)n(-c3ccccc3)c(=O)c21
 : -1.5	4.6	2.0	-6.6	-0.6	-4.2	33.2	-1.5	-4.4
CCN(CC(=O)Nc1ccc(OC)cc1)C(=O)CSCC(=O)Nc1ccc(C)cc1
 : 0.8	-0.2	13.6	14.2	-2.4	-3.5	12.0	-5.8	1.1
Cc1nnc2ccc(N3CCCCC3)nn12
 : -2.1	5.6	11.7	-1.0	-0.9	-6.0	-1.8	-3.8	-4.7
Cc1c(C)c(C)c(/C=[N+](/C)[O-])c(C)c1C
 : 0.1	-7.1	18.0	3.1	-1.5	-3.4	6.9	-0.3	0.4

# More compounds
# Results follow in this order: UPR CHOP act	APJ antag	Mdm2 MdmX PPI	CCR6 antag	UPR XBP1 act	EBI2 antag	tim23-1 inh	CXCR6 inh	APJ agonist
CN1Cc2ccccc2N(CC(=O)NCc2ccccc2)C1=O
 : 0.8	-30.6	15.7	-0.6	-2.5	5.4	-8.8	-6.9	-1.1
COc1ccc(NC(=O)C(C)N2c3cccc4cccc(c34)S2(=O)=O)cc1 (stereo not given)
 : 1.0	-7.6	-0.7	9.8	0.4	-23.8	30.8	-3.2	-0.8
O=C(Nc1nnc(-c2ccccc2Cl)o1)c1ccc(S(=O)(=O)N2CCCCCC2)cc1
 : 12.9	23.3	37.1	-1.2	2.9	nt	6.1	nt	-3.8
CCOC(=O)CC(NC(=O)Cc1cccs1)c1ccccc1Cl (stereo not given)
 : -0.9	0.4	6.6	-2.5	-1.8	-9.3	23.2	-12.6	-3.2
CCOc1ccc(N2C(=O)CC(SC(=NC)Nc3cccc(OC)c3)C2=O)cc1 (stereo not given)
 : -3.8	9.4	-0.1	9.4	-6.1	-2.9	16.5	-10.0	0.3
CCOc1ccc(NC(=O)CCn2cccc2)cc1
 : -2.7	7.7	26.2	-16.5	-3.4	-5.7	10.9	-2.5	-1.9
Cc1ccc(-n2c(SCC(=O)N3CCOCC3)nnc2-c2cccnc2)cc1C
 : 0.3	-1.0	-3.5	-14.1	-3.1	2.5	11.3	4.4	0.8
CCOc1ccc(N(CC(=O)NCCc2ccc(F)cc2)S(=O)(=O)c2ccccc2)cc1
 : 0.0	4.8	37.7	8.9	-5.5	3.5	25.1	2.1	4.5
O=C(COC(=O)c1cccc(O)c1)Nc1ccc(S(=O)(=O)N2CCOCC2)cc1
 : 1.5	20.7	11.2	13.6	-0.7	4.5	-6.1	-2.5	-1.6
Cc1cccc(NC(=O)c2ccc(NCCc3ccccc3)c([N+](=O)[O-])c2)c1
 : 5.2	-2.6	13.2	-5.5	1.7	25.6	8.8	9.6	-0.3
COc1cc(SC)ccc1C(=O)N1CCCCCC1
 : 1.4	-4.5	-5.6	8.5	2.6	-6.6	16.2	-0.1	5.3
COc1ccccc1CCNC(=O)c1cc(C2CC2)nc2c1cnn2C(C)C
 : 1.2	22.2	1.4	10.5	4.5	1.8	38.3	6.8	-4.4
